EWS-Fli inh – blocks EWS/Fli oncoprotein-driven transcription; A673 NR0B1-luciferase reporter, viability-normalised; inhibition, % at 12.6 µM; 0.67% of 350,000 active; AID 651661;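 active = mean inhibition of at least 50% after viability correction, with every replicate also passing that limit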;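 also: firefly luciferase signal divided by Alamar Blue viability fluorescence both relative to DMSO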
S100A4 MyoIIA – blocks human S100A4 binding to myosin IIA peptide; P26447; S100A4/TAMRA-MyoIIA peptide fluorescence polarization; inhibition, % at 10.7 µM; 0.14% of 360,000 active; AID 652163;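 active = mean inhibition of at least 70% across replicates, with every replicate also reaching that level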
Target sequence (P26447 whole entry, looked up): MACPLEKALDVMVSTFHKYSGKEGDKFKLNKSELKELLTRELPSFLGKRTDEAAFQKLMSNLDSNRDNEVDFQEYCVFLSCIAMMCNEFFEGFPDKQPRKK
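Test system: S100A4 monomer protein. Medium: HEPES buffer with Ca2+, pH 7.2. Reagent: fluorescent myosin IIA peptide, 5 nM. Compound dosing: single-point compound testing. Timing: 5 min between mix addition and reading. Benchmarks: DMSO neutral and TFP positive wells.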
ERAP1 inh – ERAP1 (human) enzyme inhibition. recombinant ERAP1, Leu-AMC fluorescence, 60 min. Q9NZ08. inhibition, % at 10.7 µM. 0.15% of 340,000 active;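 active = mean replicate inhibition of at least 30%, or all replicates individually reaching that 30% level; inactive = mean below 30% and not every replicate reaching it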;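 also: 0% = neutral control wells and 100% = L-leucinethiol positive control wells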
Target sequence (Q9NZ08 whole entry, looked up): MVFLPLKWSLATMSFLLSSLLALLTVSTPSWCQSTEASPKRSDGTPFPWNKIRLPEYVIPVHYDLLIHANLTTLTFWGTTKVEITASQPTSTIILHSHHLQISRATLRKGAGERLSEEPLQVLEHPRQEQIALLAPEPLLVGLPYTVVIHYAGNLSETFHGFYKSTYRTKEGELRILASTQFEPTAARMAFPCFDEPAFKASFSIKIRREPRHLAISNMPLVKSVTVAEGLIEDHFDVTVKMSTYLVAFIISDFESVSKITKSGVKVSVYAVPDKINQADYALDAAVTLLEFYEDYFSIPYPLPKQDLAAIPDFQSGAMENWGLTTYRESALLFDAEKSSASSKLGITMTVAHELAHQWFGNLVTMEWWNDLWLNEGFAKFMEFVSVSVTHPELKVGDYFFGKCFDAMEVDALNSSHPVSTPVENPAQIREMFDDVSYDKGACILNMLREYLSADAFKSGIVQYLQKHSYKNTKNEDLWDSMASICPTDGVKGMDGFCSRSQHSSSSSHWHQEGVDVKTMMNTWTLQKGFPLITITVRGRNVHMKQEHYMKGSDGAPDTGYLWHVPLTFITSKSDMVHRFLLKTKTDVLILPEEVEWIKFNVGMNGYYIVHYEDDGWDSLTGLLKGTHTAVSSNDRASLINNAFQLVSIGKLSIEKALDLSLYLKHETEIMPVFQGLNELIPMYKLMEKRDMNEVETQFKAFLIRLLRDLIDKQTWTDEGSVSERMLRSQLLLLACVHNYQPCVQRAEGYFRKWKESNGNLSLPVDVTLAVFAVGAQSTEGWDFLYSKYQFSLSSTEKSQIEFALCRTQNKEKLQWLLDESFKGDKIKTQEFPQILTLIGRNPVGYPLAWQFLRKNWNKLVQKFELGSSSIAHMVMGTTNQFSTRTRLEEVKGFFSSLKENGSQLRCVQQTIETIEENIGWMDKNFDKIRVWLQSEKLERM
PglD inh – inhibitors of Campylobacter jejuni PglD acetyltransferase. purified PglD enzyme, DTNB colorimetric CoA detection. inhibition, % at 12.5 µM. 0.098% of 360,000 active; in the data active = inhibition above about 16%, passing the limit was not always enough; also: strong numbers were not always called active
FN deposition inh – fibronectin deposition inhibition. AH1F fibroblasts, Alexa488-fibronectin deposition fluorescence, overnight. 0.086% of 350,000 active. inhibition, % at 12.6 µM. AID 743247;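 active = mean inhibition across replicates of 30% or more, regardless of how many single replicates reach that level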;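 also: positive control wells lacked labelled fibronectin entirely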
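Material: AH1F fibroblast monolayer depositing Alexa488-labelled fibronectin into matrix | Input: 10000 AH1F cells/well | Medium: DMEM plus 2% serum, read in PBS | Reagent: Alexa488-fibronectin, 24 nM final in well | Compound dosing: One dose per compound, pinned | Schedule: 1 h adhesion, overnight exposure | Measured by: Fluorescence at 485 nm excitation, 525 nm emission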
LGR2 inh – blocks bursicon-induced cAMP signaling via Drosophila LGR2. 0.35% of 380,000 active. AID 720647. HEK293 LGR2, CRE-luciferase, bursicon-stimulated, 4 h. inhibition, % at 9.99 µM;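 active = drop in luminescence signal, shown as inhibition above about 50% in the replicate tests, limit read from the data, passing the limit was not always enough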;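 also: agonist challenge used bursicon conditioned medium at about half maximal strength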
PAX8 inh HTS – PAX8 transcriptional activity inhibition | 1.2% of 360,000 active | AID 652154 | RMG-I TPO-luciferase reporter, SteadyGlo, 24 h | inhibition, % at 12.6 µM;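 active = mean replicate inhibition at least 60% with every replicate also reaching 60%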;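 also: luciferase light reporting Pax8 driven TPO promoter activity; plate controls were median of neutral control wells for no effect and mitoxantrone controls for full effect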
PGC1a acetyl inh – modulators of PGC1a acetylation; U2OS PGC1a acetylation, AlphaScreen anti-acetyl-lysine; with virally co-expressed GCN5 acetyltransferase; inhibition, % at 15.6 µM; 0.17% of 350,000 active; AID 651687;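 active = every replicate shows inhibition of at least 40%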;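 also: 0% = neutral control wells and 100% = positive control wells; some results beyond the cut were filed as inactive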
Numbers without * were called inactive; nt = no result given.

SMILES | EWS-Fli inh | S100A4 MyoIIA | ERAP1 inh | PglD inh | FN deposition inh | LGR2 inh | PAX8 inh HTS | PGC1a acetyl inh
CO[C@@H]1CN(C)C(=O)c2cc(NC(=O)c3ccc(F)cc3)ccc2OC[C@@H](C)N(C)C[C@H]1C | -3 | 0 | -1 | 29 | -2 | -2 | 8 | nt
O=C(c1ccccn1)N1CC[C@@H]2[C@H](CO)Nc3ccc(-c4ccc(F)cc4)cc3[C@@H]21 | 2 | -8 | 1 | nt | -1 | -17 | nt | nt
COc1ccc(COC(=O)C2=C(C)NC(=O)NC2c2ccc(OC)c(OC)c2)cc1 (centres undefined) | 4 | -12 | -2 | -3 | 1 | 6 | 6 | nt
COC(=O)c1ccc2c(=O)n(CCCN3CCOCC3)c(=S)[nH]c2c1 | nt | 0 | 2 | 2 | nt | 8 | nt | -5
C[C@@H]1CN([C@@H](C)CO)C(=O)Cc2cc(NC(=O)Cc3ccccc3)ccc2O[C@@H]1CN(C)Cc1ccc(C(=O)Nc2ccccc2N)cc1 | 28 | nt | nt | 0 | nt | 6 | 16 | 5
Cc1sc(NC(=O)CCCCC(=O)Nc2sc(C)c(C)c2C(=O)O)c(C(=O)O)c1C | 9 | -2 | 3 | nt | 4 | nt | -4 | nt
CC(C)NC(=O)Nc1ccc2c(c1)CC(=O)N([C@H](C)CO)C[C@@H](C)[C@@H](CN(C)S(=O)(=O)c1ccccc1)O2 | nt | -2 | 1 | 0 | nt | -2 | -27 | 6
COc1ccc2c3c([nH]c2c1)[C@@H](CO)N(C(=O)Nc1ccc(F)cc1)CC31CCN(CC2CC2)CC1 | 2 | 14 | 2 | nt | nt | 7 | nt | nt
CCc1ccc(CNC(=O)c2ccc(OC)c(OC3CCN(C(C)C)CC3)c2)nc1 | nt | -7 | -4 | -2 | nt | -2 | 6 | -1
COc1ccc(/C=C(/NC(=O)c2cccs2)C(=O)NCc2ccco2)cc1OC | 5 | 2 | 3 | -1 | 13 | -10 | 4 | 11
CC(C)(C)NC(=O)C1(C)CCC(=O)N1CCCn1ccnc1 (centres undefined) | -7 | -4 | 6 | 1 | 1 | 1 | -9 | -9
Cc1cc(C)n2c(Nc3ccc4c(c3)OCCO4)c(-c3ccc(F)cc3)nc2n1 | -19 | 6 | 1 | nt | 18 | -36 | -10 | nt
COCCCNC(=O)CCCC(=O)NCCCOC | nt | nt | nt | 2 | -2 | nt | 6 | 19
Oc1c(C(c2ccccc2)N2CCCCC2)ccc2ccccc12 (centres undefined) | -5 | -13 | 3 | -5 | 0 | -5 | 4 | nt
CN(C)C(=O)c1ccc(-c2ccc3c(c2)[C@@H]2[C@@H](CCN2C(=O)c2ccccc2)[C@H](CO)N3)cc1 | 0 | 14 | -3 | 2 | -4 | -12 | 9 | -6

Two of the compounds above, with two lines to a compound:
The line under a structure holds: EWS-Fli inh | S100A4 MyoIIA | ERAP1 inh | PglD inh | FN deposition inh | LGR2 inh | PAX8 inh HTS | PGC1a acetyl inh
COc1ccc(COC(=O)C2=C(C)NC(=O)NC2c2ccc(OC)c(OC)c2)cc1 (centres undefined)
→ 4 | -12 | -2 | -3 | 1 | 6 | 6 | nt
COc1ccc(/C=C(/NC(=O)c2cccs2)C(=O)NCc2ccco2)cc1OC
→ 5 | 2 | 3 | -1 | 13 | -10 | 4 | 11

(more compounds)
SMILES | EWS-Fli inh | S100A4 MyoIIA | ERAP1 inh | PglD inh | FN deposition inh | LGR2 inh | PAX8 inh HTS | PGC1a acetyl inh
O=C(C[C@H]1C[C@@H]2c3cc(NC(=O)Nc4ccccc4)ccc3O[C@@H]2[C@H](CO)O1)NCCN1CCCCC1 | -1 | -103 | 0 | 1 | nt | 3 | -5 | -2
O=C(CCNC(=O)c1ccccc1)Nc1ccc(F)c(Cl)c1 | -5 | 3 | -5 | nt | -5 | nt | 9 | nt
O=C(O)CN1C(=O)/C(=C\c2cccc(OC(=O)c3ccco3)c2)SC1=S | 3 | -8 | -2 | -3 | 6 | 9 | -7 | nt
O=C(C[C@@H]1CC[C@H]2[C@@H](COC[C@@H](O)CN2C(=O)Nc2cc(Cl)cc(Cl)c2)O1)N1CCOCC1 | -1 | 1 | 1 | 3 | -16 | -3 | 18 | -4
COC(=O)c1cn(S(=O)(=O)c2ccccc2)c2ccccc12 | 5 | 4 | -2 | -4 | 4 | 11 | -9 | -16
COC(=O)C[C@H]1CC[C@H](NC(=O)Nc2ccccc2F)[C@@H](CO)O1 | -1 | -2 | nt | nt | -7 | 5 | 11 | nt
COc1ccc(NC(=O)Nc2ccc3c(c2)C(=O)N([C@H](C)CO)C[C@H](C)[C@@H](CN(C)S(=O)(=O)c2c(C)noc2C)OCCCC[C@@H](C)O3)cc1 | 0 | nt | nt | 0 | nt | 23 | -2 | 0
O=C(NNC(=O)c1ccccc1Cl)c1ccco1 | -13 | -5 | 9 | nt | 3 | -7 | -1 | 9
CCOc1ccc(-n2c(=O)c3c(C)c(C(=O)N(C)C)sc3n(CC(=O)Nc3ccccc3F)c2=O)cc1 | 2 | -2 | 12 | nt | 0 | 4 | -9 | 12
O=C(CSCc1ccccc1Br)N/N=C/c1ccc2c(c1)OCO2 | nt | nt | nt | -1 | -2 | -25 | -14 | nt
COc1ccc(S(=O)(=O)Nc2ccc3c(c2)C(=O)N([C@H](C)CO)C[C@@H](C)[C@H](CN(C)S(=O)(=O)c2ccc(Cl)cc2)OCCCC[C@H](C)O3)cc1 | 17 | -7 | -1 | -3 | 3 | 26 | 83* | 5
Cc1cccc(OCC(=O)NCCCNC(=O)c2cnccn2)c1 | -6 | -1 | 2 | nt | 1 | 6 | 12 | nt
O=C(Cc1ccc(Cl)cc1)Nc1ccc(NC(=O)c2cccs2)cc1 | -3 | -17 | 5 | nt | -1 | 1 | -21 | nt
COc1ccc(S(=O)(=O)N2CCN(c3ncccn3)CC2)cc1OC | 10 | -6 | -2 | -8 | -3 | -6 | -2 | -10
Cc1cccc(C#CC2=CC(=O)CC(C)(C)C2)c1 | -12 | 1 | 0 | 0 | -3 | nt | 0 | nt
COc1ccc(NC(=O)N(C)C[C@@H]2OCCCC[C@H](C)Oc3ccc(NC(=O)CCC(F)(F)F)cc3C(=O)N([C@@H](C)CO)C[C@@H]2C)cc1 | -2 | -6 | 0 | 3 | nt | 25 | 8 | -5
O=C(NNC1CC(=O)N(c2ccc(Br)cc2)C1=O)c1cccnc1 (centres undefined) | 8 | 12 | 1 | nt | -3 | 33 | -24 | nt
Fc1cccc(Cl)c1CNn1cn[nH]c1=S | 1 | -5 | -3 | nt | -1 | -1 | 15 | 11
CCN(C(=O)CSc1nncs1)c1c(N)n(Cc2ccccc2)c(=O)[nH]c1=O | nt | nt | nt | 8 | -1 | nt | 16 | 22
CCCNCC1C(Oc2ccc(Cl)cc2)C(=O)N1c1ccccc1C (centres undefined) | 6 | 4 | -1 | -3 | -12 | 10 | 24 | nt
Cc1[nH]c2ccc(C(=O)N3CCN(c4cccc(Cl)c4)CC3)cc2c1C | nt | -7 | -6 | nt | 9 | 19 | 25 | 14
COc1cc(OC)nc(Oc2ccccc2C(=O)Oc2ccc(C)cc2)n1 | 0 | 4 | 13 | 4 | nt | -5 | nt | -4
Cc1ccc2cc(CCNC(=O)c3ccc4c(c3)OCO4)c(=O)[nH]c2c1 | 1 | 8 | -2 | nt | 2 | -1 | 23 | -4
CCOC(=O)C(=O)CC(=O)c1ccc2c(c1)OCCO2 | -3 | -10 | -1 | -14 | 1 | -15 | 1 | -4
COC(=O)c1ccc(COC(=O)CNC(=O)c2ccc(OC)cc2)cc1 | -79 | -2 | -2 | 2 | -6 | -107 | -203 | 4
Cc1nn(-c2ccccc2)c2sc(C(=O)OCn3nnc4ccccc4c3=O)cc12 | 0 | 1 | -8 | -4 | 0 | 20 | 8 | 1
Cc1cc(F)cc(-c2cc(C(=O)NCc3ccco3)[nH]n2)c1 | -32 | -6 | -2 | 5 | -6 | -22 | -47 | -4
O=C(COC(=O)COc1ccccc1F)Nc1ccc(Cl)cn1 | 8 | 0 | -1 | 3 | -9 | 11 | 12 | -5
O=S(=O)(Cc1ccccc1Cl)c1ncn[nH]1 | -6 | 3 | 0 | 0 | -6 | -6 | -2 | 19
O=C(NCC1CCCN(C(=O)c2cccnc2)C1)c1ccc(-c2ccccc2)cc1 (centres undefined) | -4 | 2 | 3 | nt | -3 | -9 | -14 | nt
O=C(c1ccc(S(=O)(=O)NCc2ccco2)cc1)N1CCCC(C(F)(F)F)C1 (centres undefined) | 5 | -19 | 5 | 0 | -2 | 1 | -9 | nt
Cc1nccn1-c1ccc(NC(=O)[C@H]2O[C@@H](n3ccc(N)nc3=O)[C@H](O)[C@@H]2O)cc1 | 5 | -20 | nt | nt | 1 | 9 | 19 | nt
C[C@H]1CN([C@@H](C)CO)C(=O)c2cc(NS(=O)(=O)c3ccc(Cl)cc3)ccc2O[C@H]1CN(C)CC1CCCCC1 | 6 | -16 | -2 | -2 | 7 | 5 | 20 | nt
CC[C@]12c3[nH]c4cc(-c5ccco5)ccc4c3CCN1C(=O)[C@@H](CC(=O)NCCC1=CCCCC1)C[C@@H]2C(=O)N1CCN(C(=O)C2CC2)CC1 | 2 | -8 | 2 | -2 | -8 | 0 | 5 | nt
Cc1nn(C)c(C)c1NC(=O)c1ccc(Br)o1 | 5 | -63 | nt | 3 | 1 | -21 | 2 | -4
CC(SCc1ccccc1)C(=O)N/N=C/c1ccc(OCC(=O)NCc2ccco2)cc1 (centres undefined) | nt | nt | nt | 1 | -5 | -7 | 35 | 0
CCS(=O)(=O)Nc1ccc2c(c1)C(=O)N(C)C[C@H](OC)[C@H](C)CN(CCC(F)(F)F)[C@H](C)CO2 | 4 | 2 | nt | 2 | -9 | 2 | -8 | 2
C[C@H](CO)N1C[C@H](C)[C@@H](CN(C)C)Oc2c(NS(=O)(=O)c3ccc(Cl)cc3)cccc2C1=O | -9 | -13 | -1 | 0 | 3 | 7 | 1 | -7
COc1ccc2c3c([nH]c2c1)[C@H](CO)N(C(=O)Nc1c(C)noc1C)CC31CCN(CC2CCCC2)CC1 | -7 | -1 | -7 | nt | 1 | 24 | -14 | nt
COC(=O)c1ccc(C(=O)N2CCCC(Nc3ccc(C(C)C)cc3)C2)nc1 (centres undefined) | nt | -5 | -3 | 4 | -23 | 0 | 10 | -9
COCC(=O)Nc1ccc2c(c1)[C@H]1C[C@@H](CC(=O)N[C@@H](C)c3ccccc3)O[C@H](CO)[C@H]1O2 | -2 | -5 | -1 | -2 | -3 | -5 | 5 | 0
C[C@@H]1CN([C@@H](C)CO)C(=O)c2cccc(NS(=O)(=O)c3ccc(Cl)cc3)c2O[C@H]1CN(C)C(=O)Nc1ccccc1 | -7 | 0 | -5 | -4 | nt | 9 | -7 | -10
CC(=O)N1c2ccc(S(=O)(=O)N(C)CC(=O)Nc3cccc(C)c3)cc2CC1C (centres undefined) | nt | 6 | -4 | -1 | 2 | 0 | 9 | -20
O=C(COC(=O)c1ccc(S(=O)(=O)C(F)F)cc1)NC(=O)NC1CCCCC1 | 0 | -17 | -8 | -2 | -1 | -20 | -9 | -4
Cn1c(=O)c2c(nc(N3CCCCCC3)n2Cc2cccc3ccccc23)n(C)c1=O | nt | nt | nt | 1 | -6 | nt | 17 | -24
Cc1cc(NC(=S)N(CCN2CCCCC2)Cc2ccco2)ccc1Cl | -13 | -3 | -4 | nt | -3 | -12 | -13 | -21
Oc1c(Cl)cc(Cl)cc1C1Nc2ccccc2-n2cccc21 (centres undefined) | 15 | 1 | nt | -1 | 1 | 3 | 10 | -12
CC(C)CNC(=O)CN(C)S(=O)(=O)c1ccc(F)cc1 | 2 | -2 | -1 | nt | 8 | nt | 46 | nt

Screens: PubChem BioAssay, Broad Institute

This is a random part of the collection; any-hit rate near 2.1%.
